Screening results deposited in PubChem by The Scripps Research Institute Molecular Screening Center.
CHO-K1 Ca antag: nonselective inhibitor or artifact in parental CHO-K1 cells. inhibition, % at 3 µM. hit rate 0.6% among 360,000. ATP-induced calcium, Fluo-8 fluorescence;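 active = inhibition above a per-plate cutoff, the plate's mean sample inhibition plus 3 SD, cut at about 24% in these data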;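 also: 0% = DMSO plus EC80 ATP and 100% = DMSO alone without ATP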
TAAR1 antagonist: human TAAR1 antagonists, primary screen, Fluo-8 calcium fluorescence, CHO RD-HGA16 cells. inhibition, % at 3 µM. hit rate 1.5% among 360,000. antagonist. Trace amine-associated receptor 1 (Homo sapiens), Q96RJ0;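 active = inhibition above a per-plate cutoff, the mean inhibition of test compounds on that plate plus 3 SD, cut at about 49% in these data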;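 also: 0% = DMSO plus EC80 beta-PEA response and 100% = DMSO alone without agonist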
Target sequence (Q96RJ0 whole entry, looked up): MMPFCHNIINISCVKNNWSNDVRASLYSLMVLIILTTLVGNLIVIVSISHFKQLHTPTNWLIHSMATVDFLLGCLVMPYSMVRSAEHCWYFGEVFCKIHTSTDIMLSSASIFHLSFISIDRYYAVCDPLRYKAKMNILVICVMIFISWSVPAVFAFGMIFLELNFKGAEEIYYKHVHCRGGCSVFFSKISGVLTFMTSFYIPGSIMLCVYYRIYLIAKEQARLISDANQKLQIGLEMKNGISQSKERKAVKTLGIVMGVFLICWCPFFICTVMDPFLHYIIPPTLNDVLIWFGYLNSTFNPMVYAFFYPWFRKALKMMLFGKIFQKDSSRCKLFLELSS
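Material: CHO RD-HGA16 cells bearing hTAAR1; compound dosing: one-point dosing, 3 µM nominal final; schedule: dye loading 75 min at 37 °C, then 30 min room temperature; measured by: calcium fluorescence with Fluo-8; control set: vehicle and agonist controls; replication: n of 1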
M1 ag: human M1 muscarinic receptor agonists, primary screen, Fluo-8 calcium fluorescence, CHO-K1 cells, HTS. Muscarinic acetylcholine receptor M1 (Homo sapiens), P11229. CHO-K1 hM1, agonist mode; 0% DMSO, 100% acetylcholine EC100. activation, % at 3 µM. hit rate 0.33% among 360,000. AID 588814, 2011;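 active = activation above the run's mean compound activation plus 3 SD, cut at about 16% in these data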;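 also: peak over basal fluorescence ratio within a 140 s kinetic read after compound addition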
Target sequence (P11229 whole entry, looked up): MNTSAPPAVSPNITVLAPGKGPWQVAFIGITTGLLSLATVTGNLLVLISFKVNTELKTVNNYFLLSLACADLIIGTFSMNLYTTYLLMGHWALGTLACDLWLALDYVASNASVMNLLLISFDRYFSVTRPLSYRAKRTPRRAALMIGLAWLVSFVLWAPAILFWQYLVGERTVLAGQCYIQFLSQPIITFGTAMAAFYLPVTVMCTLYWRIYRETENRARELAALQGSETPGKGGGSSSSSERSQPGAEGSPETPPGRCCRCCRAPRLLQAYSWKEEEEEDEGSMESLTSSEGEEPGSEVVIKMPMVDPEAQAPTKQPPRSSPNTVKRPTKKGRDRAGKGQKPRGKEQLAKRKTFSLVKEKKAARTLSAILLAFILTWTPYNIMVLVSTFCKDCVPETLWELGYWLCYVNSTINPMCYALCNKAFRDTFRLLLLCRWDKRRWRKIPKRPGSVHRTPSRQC
CHO-K1 Ca ag: counter-screen for M1 agonists: effect in parental CHO-K1 cells | Fluo-8 calcium fluorescence; scaled to maximal ATP response, vehicle zero | activation, % at 3 µM | hit rate 0.48% among 360,000 | AID 602248, 2012; in the data active = activation above about 15%;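 also: untransfected CHO-K1 host cells lacking M1 receptor as counterscreen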
CHO parental Ca: ATP-evoked calcium signal inhibitors, parental CHO, primary screen, counter-screen for OX1R antagonist project, cell-based, fluorescence, Fluo-8 calcium dye; parental CHO-K1, ATP-induced calcium, Fluo-8 fluorescence; hit rate 0.63% among 330,000; inhibition, % at 5.6 µM; AID 463079, 2010;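 active = inhibition above that plate's mean sample inhibition plus 3 SD, cut at about 26% in these data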;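 also: 0% = ATP-challenged DMSO wells and 100% = DMSO wells without ATP; some compounds past the cut are filed as inactive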
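test system = CHO parental line | reagent = ATP stimulus | measured by = intracellular calcium via Fluo-8 no-wash fluorescent dye | control set = ATP and no-ATP DMSO wells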
TAAR1 ag: human TAAR1 agonists, primary screen, Fluo-8 calcium fluorescence, CHO RD-HGA16 cells. Trace amine-associated receptor 1 (Homo sapiens), Q96RJ0. vehicle wells 0%, saturating PEA agonist 100%. activation, % at 3 µM. hit rate 0.99% among 360,000;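 active = activation above the mean activation of all test compounds in the run plus 3 SD, cut at about 38% in these data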
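Repeats: no replicates (n 1) | Material: CHO-derived RD-HGA16 cells with stable Gα16 and human TAAR1 | Technique: Kinetic Fluo-8 calcium fluorescence | Schedule: 17-24 h seeding, 75 min 37 °C dye, 30 min RT | Evaluation: % activation from peak over basal fluorescence ratio, DMSO-to-PEA scaled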
OXTR potentiate: human OXTR potentiators, primary screen, fluorescence, CHO-OTR cells, Fluo-8 calcium. AID 2445, 2010. hit rate 0.061% among 320,000. Fluo-8 calcium fluorescence, potentiator mode; 0% = oxytocin EC15, 100% = EC100. activation, % at 3 µM;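 active = activation above that plate's cutoff, the mean activation of tested compounds plus 3 SD, cut at about 6.6% in these data, passing the limit was not always enough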;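 also: 100% uses oxytocin at 75 nM as the full agonist control; some results filed as inactive read as strong as hits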
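Assay system: CHO-OTR cells, human receptor / Also added: oxytocin at about EC15, sub-maximal agonist stimulus / Dosing: single dose, 3.0 µM nominal final compound concentration / Incubation: 6 min pre-incubation, 100 s read / Technique: Fluo-8 calcium dye fluorescence / Read-out: % activation vs EC15 and EC100 oxytocin / Benchmarks: EC15 oxytocin low, 75 nM oxytocin high / Replicates: singlicate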
M1 antag: human M1 muscarinic receptor antagonists, primary screen, CHO-K1 cells, Fluo-8 calcium fluorescence, 1536-well. Muscarinic acetylcholine receptor M1 (Homo sapiens), P11229. CHO-K1 hM1, ACh EC80 antagonist. inhibition, % at 3 µM. hit rate 1.3% among 360,000. AID 588852, 2011;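 active = percent inhibition above its own plate's cutoff, namely the mean of that plate's compound wells plus 3 SD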;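 also: peak over basal fluorescence ratio during 140 s after agonist addition; 0% = ACh EC80 plus DMSO and 100% = DMSO alone without agonist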
M1 PAM parental: nonselective calcium activators in parental CHO-K1 cells, primary screen, counter-screen for M1 PAM project, cell-based, Fluo-8 calcium fluorescence, full deck, 1536-well; ATP EC20; 0% at ATP EC20, 100% at ATP max; activation, % at 3 µM; hit rate 0.02% among 360,000;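 active = activation above the run cutoff, the mean activation of all test compounds plus 3 SD, cut at about 40% in these data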;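 also: peak over basal fluorescence ratio in a 140 s read after ATP addition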
* hit, by the source's call; / = not tested or not shown.

SMILES	CHO-K1 Ca antag	TAAR1 antagonist	M1 ag	CHO-K1 Ca ag	CHO parental Ca	TAAR1 ag	OXTR potentiate	M1 antag	M1 PAM parental
Cc1cccc(CS(=O)(=O)Cc2ccc(C(=O)NCCN3CCCCC3C)o2)c1 (stereo not drawn)	-15	-2	-4	1.8	-21	4	-9	6	27
N#C/C(=C(/O)C(Cl)(Cl)Cl)c1nc2ccccc2[nH]1	3	38	7	13	8	14	-8	25	-21
O=C(C(=O)N1CCc2ccccc2C1)c1cn(CC(=O)N2CCCC2)c2ccccc12	10	0	-6	3.5	-21	50*	-2	13	-8
OC[C@@H]1CN(Cc2ccc3c(c2)OCO3)C[C@H](n2cnc3c(N4CCN(c5ccccc5)CC4)ncnc32)O1	7	55*	3	6.7	/	12	/	0	-5
NC(=O)C1CN(S(=O)(=O)c2ccc(Cl)cc2F)c2ccccc2O1 (stereo not drawn)	4	-4	-4	1.6	-13	-3	-9	-14	4
Cc1ccc(S(=O)(=O)NN2C(=O)/C(=C/c3ccc(C(=O)O)cc3)SC2=S)cc1	-4	1	-1	0.1	-7	0	-11	-11	7
O=S(=O)(c1cccs1)N1CCN(CCOc2ccc(Cl)cc2)CC1	-15	39	-3	12	-4	1	-11	13	7
O=c1c2ccccc2n2c(-c3cccc(F)c3)nnc2n1Cc1ccccc1	-5	-8	1	1.2	-8	4	1	2	6
Cn1c(N)c(C(=O)COC(=O)CC2CC3CCC2C3)c(=O)n(C)c1=O (stereo not drawn)	3	-5	-3	1.6	4	40*	-7	20	-12
Cc1cc(C)n(S(=O)(=O)/C=C/c2ccccc2)n1	-14	8	-4	0.8	-3	4	4	6	19
CCOc1ccc(CNC(=O)CCc2cn(C)c3ccccc23)cc1OC	-8	-15	-2	-0.2	-18	3	-12	-8	0
CC(NC(=O)C(=O)NCC1CCCO1)c1ccccc1 (stereo not drawn)	-17	17	-3	2.0	6	3	-11	-6	22
CCCCc1n[nH]c(=S)n1Cc1ccc(C)cc1	15	-12	-10	-0.2	-9	-1	-10	11	-6
O=S(=O)(c1ccc(Cl)cc1)N1CCCCCC1	-2	-21	-6	-0.6	-4	-3	-6	-10	3
O=C(Nc1ccccc1)NC1CCS(=O)(=O)C1 (stereo not drawn)	-5	-8	-3	0.1	-5	8	-16	2	11
COc1ccc(-c2cc3onc(-c4c(Cl)cccc4Cl)c3c(=O)n2C)cc1	-14	45	-4	1.1	-4	10	-13	4	7
O=[N+]([O-])c1ccc(Cl)c2cccnc12	-4	-28	0	0.4	1	3	-5	18	7
CCN1C(=O)[C@@H]2[C@@H]3CN(S(=O)(=O)c4ccc(C)cc4)[C@@H](c4ccccc4Cl)[C@@H]3C(=O)C[C@@H]2C1=O	-2	2	-4	0.8	/	1	/	-3	13
COC(=O)c1cc(Br)c(=O)n(-c2cccc(F)c2)c1	-9	-1	-3	-0.1	4	2	1	-2	14
CCN1CCc2c(sc(NC(=O)c3cc4ccccc4cc3OC)c2C(N)=O)C1	-18	-5	-3	0.8	-15	2	-11	-14	-11
COc1ccc(N2CCN(CC(=O)N3N=CCC3c3ccccc3)CC2)cc1 (stereo not drawn)	-2	3	-6	-0.1	-8	-1	-9	-6	22
Cc1oc(-c2ccccc2)cc1C(=O)Nc1cccc2ccccc12	-10	-5	-5	-0.2	-10	4	-14	-32	11
COc1ccc(-c2nnn(CC(=O)N3CCOCC3)n2)cc1	-3	/	-3	0.3	-2	/	0	-1	1
O=C(CN1C(=O)c2ccccc2S1(=O)=O)c1ccc2c(c1)OCCO2	-10	-4	-2	1.2	-12	11	-4	-31	16
Cc1nn(CCCC(=O)N2CCN(c3ccc(F)cc3)CC2)c(C)c1[N+](=O)[O-]	-9	5	-2	5.5	-2	0	-3	2	7
c1csc(-c2cnc3n2CCCC3)c1	4	-22	-7	-0.1	-8	1	-6	-21	9
CCOc1ccc(CCN2C(=S)N([C@@H](CC(C)C)CN3CCCC3CN3C(=S)NC[C@@H]3Cc3ccc(O)cc3)C[C@@H]2CC(C)C)cc1 (stereo partly drawn)	-6	-42	-5	0.2	/	0	/	-1	16
O=C(OCc1cc(Cl)ccc1OC(F)F)c1cccnc1	-11	1	-13	0.0	-20	5	-2	-9	5
CCOc1cccc(C(=O)Nc2cccnc2)c1	1	13	-5	0.2	-4	0	-8	-5	8
O=C(Cn1cccc1C(=O)c1ccccc1)NCc1ccc(F)cc1	-8	-15	-2	0.0	-12	-2	-16	4	1
COc1ccccc1CNS(=O)(=O)c1ccc(-c2cc(C)no2)cc1	7	12	2	8.4	-5	1	-15	7	0
COc1ccc(OC)c(C2C(C(C)=O)=C(O)C(=O)N2CCC(=O)O)c1 (stereo not drawn)	-18	-11	-4	0.2	-1	1	2	-5	-7
CNC(=O)C1Cc2c(-c3ccc(Cl)cc3)ccnc2O1 (stereo not drawn)	-6	-12	-3	-0.1	/	0	/	-13	-4
CCOc1ccc(NC(=O)N2CCN(S(C)(=O)=O)CC2)cc1	8	-4	-3	-0.3	10	1	-11	9	-7
COc1ccccc1NC(=O)N1CCC(C(=O)c2ccc(Cl)cc2)CC1	-4	-7	-7	1.5	-19	-3	-1	0	-2
Cc1ccc(F)cc1CNC(=O)C1CCC(=O)N(CC2CCCCC2)C1 (stereo not drawn)	-10	-28	-1	1.3	-29	1	-7	-18	7
CC(C)c1ccc(NC(=O)CCNC(=O)Cn2cnc3ccccc3c2=O)cc1	-17	5	-3	0.3	-15	-1	-10	-18	-1
CC1=NOC2(C1)N(C)c1ccccc1C2(C)C (stereo not drawn)	-22	11	-1	-0.2	-4	8	3	-3	-5
O=S(=O)(NCCCCNS(=O)(=O)c1ccc(F)cc1)c1ccc(F)cc1	7	-10	-2	1.2	-4	3	-9	14	-21
O=C(c1cccc(NC2=NC3CS(=O)(=O)CC3S2)c1)N1CCN(c2ncccn2)CC1 (stereo not drawn)	-1	-9	-1	0.2	4	2	4	0	3

A different layout for some results above.
| molecule | CHO-K1 Ca antag | TAAR1 antagonist | M1 ag | CHO-K1 Ca ag | CHO parental Ca | TAAR1 ag | OXTR potentiate | M1 antag | M1 PAM parental |
| --- | --- | --- | --- | --- | --- | --- | --- | --- | --- |
| Cc1nn(CCCC(=O)N2CCN(c3ccc(F)cc3)CC2)c(C)c1[N+](=O)[O-] | -9 | 5 | -2 | 5.5 | -2 | 0 | -3 | 2 | 7 |
| c1csc(-c2cnc3n2CCCC3)c1 | 4 | -22 | -7 | -0.1 | -8 | 1 | -6 | -21 | 9 |

(continued)
SMILES	CHO-K1 Ca antag	TAAR1 antagonist	M1 ag	CHO-K1 Ca ag	CHO parental Ca	TAAR1 ag	OXTR potentiate	M1 antag	M1 PAM parental
CCOc1ccc(C(=O)CN2CCN(S(=O)(=O)c3ccc(OC)cc3)CC2)cc1	-4	-6	-4	0.1	-20	13	-6	-41	15
O=C(O)c1cc(S(=O)(=O)NC(CO)C(O)c2ccc([N+](=O)[O-])cc2)ccc1Br (stereo not drawn)	-3	-21	-4	0.6	-9	0	-8	-13	-8
COc1cccc(C(=O)c2c(C)c(CCC#N)n3ccccc23)c1OC	-9	5	-3	0.9	-15	3	-18	2	4
CCOc1c2ccc(C(=O)NCc3ccc(C(F)(F)F)cc3C(F)(F)F)cc2nn1C	-8	-4	-11	-0.9	-22	3	-3	2	9
CC(=O)c1ccc(S(=O)(=O)NC2CC(=O)N(c3ccc(Cl)cc3)C2)cc1 (stereo not drawn)	-10	-3	0	3.9	-17	3	-3	-5	0
Nc1nc(=S)[nH]c2c1C1(CCCC1)Cc1ccccc1-2	-3	-3	2	-0.1	1	3	-10	-7	-1
C[C@H]1CN([C@@H](C)CO)C(=O)c2cc(C3=CCCCC3)cnc2O[C@@H]1CN(C)C(=O)Cc1ccccc1	10	-9	-7	-0.8	/	1	/	-19	4
Cc1ccc(NC(=O)CN2CCCC2)c2c1CC(C)(C)O2	15	-2	-12	0.4	-10	5	-2	-5	-10
Cc1nn(-c2ccccc2)cc1/C=N/NC(N)=S	0	-20	5	0.2	-15	1	3	-7	11
CCOc1ccccc1NC(=O)CSc1nnc(C2CC2)n1CC	-13	-1	-5	0.8	-2	0	-12	-9	11
COc1ccccc1NC(=O)COC(=O)c1ccccc1SCC(=O)N1CCCC1	-3	-8	-2	2.6	-26	5	-1	-4	1
Cc1c(C(=O)OC(C)C)nnn1-c1nonc1N	-1	-5	-3	0.1	-1	4	-5	-15	1
Nn1c(SCC(=O)NC2CCS(=O)(=O)C2)nc2scc(-c3ccccc3)c2c1=O (stereo not drawn)	16	3	-1	-0.3	-14	0	-3	4	-20
Cc1ccc(C(=O)Nc2cc(C)nn2CCC#N)cc1	-8	-2	-4	0.2	-2	1	-9	-7	-2
CNC(=O)CC1C(=O)N(c2ccc(Cl)cc2)C(=S)N1NC(=O)c1cccc(F)c1 (stereo not drawn)	-9	-9	-4	-0.1	-8	-1	-21	-2	2
CCOC(=O)NC(=O)/C(C#N)=C\Nc1sccc1C(=O)OC	0	-25	0	18*	21	8	-8	3	9
CCOc1cc(/C=N/Nc2nn3cnnc3c3ccccc23)ccc1O	-7	-14	-4	0.1	3	9	2	-3	11
O=S(=O)(c1ccc(Cl)cc1)N1CCC(n2cnc3cc(C(F)(F)F)ccc32)CC1	-9	16	-1	0.8	-26	8	-7	-8	2
CC(C)(C)n1nnnc1CN1CCN2CCCC2C1 (stereo not drawn)	-10	-1	-6	0.1	-7	4	-14	-6	14
Cc1ccc2oc3c(c(=O)c2c1)C(c1cccc(O)c1)N(c1ccccn1)C3=O (stereo not drawn)	-6	-4	-2	2.2	-11	2	-11	3	8
O=C(CSc1nc2ccccc2c(=O)n1CCCN1CCOCC1)c1c[nH]c2ccccc12	12	48	-5	3.5	-11	17	-8	3	-9
Cc1cc(C)c2cc(C#N)c(NCCCNC(=O)c3cccnc3)nc2c1	-8	-4	-5	1.8	/	-1	/	-16	6
COCC1CCCN(C(=O)c2cc(COc3ccc(C(C)=O)cc3)on2)C1 (stereo not drawn)	-2	-14	2	2.3	-11	30	-11	2	0
C/C(N)=C(/C#N)C(=O)COC(=O)C1CCN(S(=O)(=O)c2cccs2)CC1	-7	5	4	8.4	3	5	-11	0	7
